Source: PubChem BioAssay (several laboratories)
FXIIa inh 1536 = factor XIIa (human) inhibition. hit rate 0.3% among 220,000. inhibition, % at 5 µM. AID 800. P00748. purified FXIIa, Boc-QGR-AMC fluorogenic substrate, 2 h; in the data active = inhibition above about 40%;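 note: 0% = enzyme with no compound and 100% = blank without enzyme; many of its hits are not listed in these tables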
Target sequence (P00748 20-372 limits assumed): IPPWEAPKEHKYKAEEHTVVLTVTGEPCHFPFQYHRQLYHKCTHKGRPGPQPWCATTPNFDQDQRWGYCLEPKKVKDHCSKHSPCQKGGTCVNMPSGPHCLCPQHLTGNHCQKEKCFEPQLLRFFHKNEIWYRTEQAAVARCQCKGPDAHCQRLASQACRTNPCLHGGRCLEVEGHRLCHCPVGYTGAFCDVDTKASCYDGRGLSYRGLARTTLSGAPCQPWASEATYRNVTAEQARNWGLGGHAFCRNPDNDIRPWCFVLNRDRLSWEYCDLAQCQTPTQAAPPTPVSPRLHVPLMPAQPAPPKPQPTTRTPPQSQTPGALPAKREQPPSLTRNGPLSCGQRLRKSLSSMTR
Target sequence (P00748 373-615 limits assumed): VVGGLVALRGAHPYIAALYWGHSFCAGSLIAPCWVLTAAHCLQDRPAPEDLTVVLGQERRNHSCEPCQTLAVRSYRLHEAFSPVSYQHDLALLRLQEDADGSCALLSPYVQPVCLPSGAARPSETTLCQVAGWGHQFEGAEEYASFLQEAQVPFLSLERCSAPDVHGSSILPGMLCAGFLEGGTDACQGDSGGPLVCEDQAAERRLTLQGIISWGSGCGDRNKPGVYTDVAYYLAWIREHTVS
FXIa inh 1536 = blocks human coagulation factor XIa protease activity. AID 798. inhibition, % at 5 µM. purified FXIa, Boc-Glu-Ala-Arg-AMC fluorogenic substrate. hit rate 0.14% among 220,000;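 active = inhibition of at least 40%; inactive = inhibition below 40%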;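 note: fluorescence of freed AMC excited at 355 nm; 0% = enzyme without compound and 100% = no enzyme blank; many of its hits are not listed in these tables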
hK5 inh = blocks human kallikrein 5 protease activity; Q9Y337; recombinant hK5, fluorogenic AMC substrate cleavage; inhibition, % at 5 µM; hit rate 0.59% among 210,000; AID 873;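 active = inhibition of 40% or more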;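 note: 0% = enzyme controls without compound and 100% = no-enzyme blanks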
Wee1 stabilizer = human Wee1 degradation inhibition, primary screen; hit rate 1.2% among 220,000; reporter increase, % at 5 µM; AID 1321; P30291; HeLa Luc-Wee1K328M stability, luciferase luminescence; 100% = proteasome inhibitor MG132 effect;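 active = activation above the mean of all tested compounds plus 3 SD, set per screening run, cut at about 8.8% in these data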;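 note: cells exposed to compound for 20 h before luminescence read; 0% = DMSO alone and 100% = MG132 at 30 µM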
p97 inhibitor = human p97 ATPase inhibition. P55072. recombinant p97 ATPase, Kinase-Glo ATP luminescence, 3 h. inhibition, % at 8 µM. hit rate 0.42% among 220,000. AID 1481; in the data active = inhibition above about 15%;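 note: 0% = DMSO vehicle and 100% = wells lacking enzyme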
MDM2 E3 inh = inhibitors of human Mdm2 E3 ubiquitin ligase; cell-based MDM2 ubiquitination luciferase reporter, 2 h; 0 = plate control, 100 = twice control, blank-subtracted; hit rate 0.11% among 210,000; AID 1230; signal enhancement, % at 5 µM;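 active = signal enhancement of 30% or more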;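 note: luminescence tracks abundance of the self-degrading MDM2-luciferase fusion protein; higher signal means inhibition of MDM2 E3 ligase activity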
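Assay system: stable mammalian line carrying autodegrading MDM2–luciferase fusion reporter; amount: 2000 cells seeded into each well; buffer or medium: DMEM; benchmarks: plate control and blank wells; signal: luciferase luminescence; timing: 2 h compound exposure at 37 °C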
14-3-3 Bad inh = disrupts binding of bovine 14-3-3 zeta to phospho-Bad peptide | inhibition, % at 21.7 µM | AID 781 | P63103 | TR-FRET 14-3-3zeta/Dy647-pBad peptide displacement, 1 h | hit rate 0.71% among 220,000;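 active = inhibition above about 70%, limit read from the data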;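 note: 0% = full 14-3-3 plus peptide FRET controls and 100% = background without 14-3-3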
Rad51 HR inh = Rad51 (human) homologous recombination inhibition; inhibition, % at 10 µM; hRad51 DNA strand exchange, fluorescence dequenching; hit rate 0.085% among 200,000;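 active = inhibition above 40% at the single screening dose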;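 note: 0% = DMSO control wells and 100% = blanks with heterologous ssDNA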
Target sequence (Q06609 whole entry, looked up): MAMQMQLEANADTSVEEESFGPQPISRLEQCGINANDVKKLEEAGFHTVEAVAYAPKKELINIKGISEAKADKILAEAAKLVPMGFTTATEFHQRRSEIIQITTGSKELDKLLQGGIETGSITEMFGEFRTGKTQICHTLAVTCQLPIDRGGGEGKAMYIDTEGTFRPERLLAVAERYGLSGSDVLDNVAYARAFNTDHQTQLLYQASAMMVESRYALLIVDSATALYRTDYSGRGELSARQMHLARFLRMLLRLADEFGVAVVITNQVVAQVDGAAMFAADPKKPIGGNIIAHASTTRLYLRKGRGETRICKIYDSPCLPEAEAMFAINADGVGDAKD
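Assay system: Human Rad51 nucleoprotein filaments preassembled on unlabelled ssDNA | Reagent: Donor/quencher-labelled 47-bp dsDNA substrate | Doses: One concentration, 10 µM final | Times: 37 °C 15-min filament assembly, 30-min compound preincubation, 15-min exchange | Technique: Fluorescein emission 520 nm, excitation 485 nm | Benchmarks: Plate control and blank wells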
eIF4E 4G PPI = inhibitors of eIF4E and eIF4G interaction in translation initiation; P63073+Q04637; TR-FRET eIF4E-eIF4GI(517-606) binding, 2 h; inhibition, % at 21.7 µM; hit rate 0.37% among 220,000;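 active = inhibition above about 30%, limit read from the data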;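 note: 0% = full FRET control wells and 100% = background wells lacking eIF4GI fragment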
* = called active by the depositor; . = no result given; [ ] = another dose, or the depositor's remark.

SMILES	FXIIa inh 1536	FXIa inh 1536	hK5 inh	Wee1 stabilizer	p97 inhibitor	MDM2 E3 inh	14-3-3 Bad inh	Rad51 HR inh	eIF4E 4G PPI
O=C1c2cccnc2C(O)N1Cc1cccs1 (configuration not stated)	10	1	3	-1	-1	1	0[fluorescence artefact?]	1	-1
Cc1cccc2sc(NC(=O)[C@H](C)N3C(=O)C4CC=CCC4C3=O)nc12 (some centres not stated)	23	7	11	-2	2	-9	14	-9	7
CC(C)(C)c1ccc(C2C3=C(CCCC3=O)NC3=C2C(=O)c2ccccc23)cc1 (configuration not stated)	10	0	-6	-1	4	-7	-12	5	-15[fluorescence artefact?]
Cc1cc2c(c(C)nn2-c2ccccc2)c(=O)o1	2	-6	0	-1	3	-13	2	14	-4
Cc1cc(Oc2ccc(C(C)(C)C)cc2)nc(N2CCOCC2)n1	21	9	-7	-2	-6	-6	7	7	3
Cc1ccc(-c2csc3nnc(SCC(=O)Nc4cccc(C)n4)n23)cc1	9	0	1	1	6	-12	-2	.	8
CCn1c(=O)c([N+](=O)[O-])c(N2CCSCC2)c2ccccc21	5	3	3	1	5	-19	2	13	4
CCN1CCN(C(=O)C(N)Cc2ccccc2)CC1 (configuration not stated)	3	-3	0	-3	6	-8	-9	10	-4
CCOC(=O)N1CCN(C(=O)NC2CCCCC2)CC1	6	-2	0	-3	6	-10	7[fluorescence artefact?]	3	0
CCS(=O)(=O)N1Cc2ccccc2CC1C(=O)OCC(=O)N(C(C)C)C(C)C (configuration not stated)	-4	-4	-17	-2	2	-14	-16	11	-7
Cc1nc(N2CCCCC2)c2c(-c3cccs3)csc2n1	12	10	8	1	-1	0	-1	4	4
O=C(NCCO)c1ccccc1O	12	3	-17	2	3	2	5[fluorescence artefact?]	-1	-11[fluorescence artefact?]
Cc1ccc2c(c1)C(=O)C(=O)N2CCCOc1ccccc1C	7	0	4	4	8	4	-10	38	1
CN(C)C(C(=O)Nc1cc(Cl)cc(Cl)c1)c1ccccc1 (configuration not stated)	5	-1	1	0	-1	-13	-16	3	-1
CCc1cccc(CC)c1NC(=O)COn1nnc2ccc(C(F)(F)F)cc21	3	4	-8	-2	-2	-7	-2	13	0

Whole records as entered above. Values in the order: FXIIa inh 1536	FXIa inh 1536	hK5 inh	Wee1 stabilizer	p97 inhibitor	MDM2 E3 inh	14-3-3 Bad inh	Rad51 HR inh	eIF4E 4G PPI
CN(C)C(C(=O)Nc1cc(Cl)cc(Cl)c1)c1ccccc1 (configuration not stated) in the list: 5	-1	1	0	-1	-13	-16	3	-1
CCOC(=O)N1CCN(C(=O)NC2CCCCC2)CC1 in the list: 6	-2	0	-3	6	-10	7[fluorescence artefact?]	3	0

Next section.
SMILES	FXIIa inh 1536	FXIa inh 1536	hK5 inh	Wee1 stabilizer	p97 inhibitor	MDM2 E3 inh	14-3-3 Bad inh	Rad51 HR inh	eIF4E 4G PPI
Cc1nnc(SCC(=O)OC2CC(C)CCC2C(C)C)[nH]c1=O (configuration not stated)	13	1	14	5	3	-8	7	-4	4
CCOC(=O)c1sc(NC(=O)CSc2nc(O)c(Cc3ccccc3)c(=O)[nH]2)nc1C	9	3	-2	-1	-8	-4	13	6	-2
Cc1ccc(C(=O)NCc2cccs2)cc1S(=O)(=O)N1CCCCC1	4	3	0	-1	1	2	-6	6	2[fluorescence artefact?]
CC(/C=N\N1CCN(c2ccc(Cl)cc2)CC1)=C\c1ccccc1	5	-8	3	-2	2	-1	6[fluorescence artefact?]	2	-1
Cc1ccc(CNc2nc(Cl)c(C#N)s2)cc1	4	-2	-3	0	4	-4	-2	8	1
Cc1cccc(-n2nc3c([n+]2[O-])CCc2nonc2-3)c1C	10	8	-16	0	5	-3	-4	14	4
CCCCC(=O)Nc1ccc2c(c1)nc1n2CCSC1	3	0	4	1	-5	-21	-9[fluorescence artefact?]	2	5[fluorescence artefact?]
COc1ccc(CN(CC(=O)NC2CCCC2)C(=O)c2ccc(-c3ccccc3)[nH]2)cc1	-8	-5	-6	-2	1	-3	-1	3	-2
O=C(Cn1cnc2c(cnn2-c2ccc(F)cc2)c1=O)N1CCCc2ccccc21	13	6	-4	-1	5	1	-4	-4	-4
CN(C)C(=O)c1c([N+](=O)[O-])ncn1C	17	8	-8	1	-5	-6	26	22	-35
CCOc1c(N2CCOCC2)c(=O)c1=O	6	0	-1	0	8	-14	5	-22	1
CCOc1ccc(C2=Cc3cc(OC)c(OC)cc3C(=C(Cl)Cl)O2)cc1	4	-3	-13	0	-2	-15	-12	-5	-13
CCCCOC(=O)C1Cc2ccccc2C(=O)O1 (configuration not stated)	8	2	1	-2	4	-8	-8[fluorescence artefact?]	1	1[fluorescence artefact?]
O=C(CN1C2=NCCCN2c2ccccc21)c1ccc([N+](=O)[O-])cc1	8	0	23	5	-4	-10	-9	4	1
CCCCCCC1CC(C)(C(=O)CNc2nncs2)OC1=O (configuration not stated)	9	4	-27	1	-1	.	6	.	0
COc1cccc(NC(=O)Cn2nnc(C(=O)Nc3ccccc3)c2N)c1	7	16	18	0	2	7	-1	-1	-6
CCN1C(=O)C2C(c3ccccc3F)NC(Cc3ccc(O)cc3)(C(=O)OC)C2C1=O (configuration not stated)	5	-4	-3	0	0	.	-21	1	6
OC(COc1ccccc1)Cn1c2ccccc2c2ccccc21 (configuration not stated)	29	22	-11	0	0	-9	-2	.	0
CCc1c(C)nc2c(OC)cccc2c1SCCC(=O)O	9	15	-7	8	5	-1	12	9	3[fluorescence artefact?]
C/C(CCc1ccccc1)=N/NC(=O)C(=O)NC(C)c1ccccc1 (configuration not stated)	12	1	3	-2	5	-7	-10	21	1
O=C(Nc1ccc2nsnc2c1)C1CC1	10	0	0	-3	0	-1	7	5	2
COc1ccc(-c2ccc(C3C(C#N)=C(N)Oc4n[nH]c(C)c43)o2)cc1 (configuration not stated)	3	-3	-8	2	4	-31	-15	-11	5[fluorescence artefact?]
O=C(Nc1nnc(C23CC4CC(CC(C4)C2)C3)s1)c1ccco1	-15	-7	-4	9.4*	3	-15	-8	-14	5[fluorescence artefact?]
O=C(CCCn1c(=O)[nH]c2ccccc2c1=O)NC1CCCCCC1	-2	0	1	-2	9	-18	9	-1	-1
CN(CC(=O)Nc1ccccc1Sc1ccccc1)C1CCCCC1	1	1	-15	-1	-3	-6	26	9	-2
CCC(=O)Nc1ccc(NC(=O)/C=C/c2ccc(Cl)cc2)cc1	6	-1	3	0	7	-19	3[fluorescence artefact?]	0	1
CC(C)(C)c1ccc(-n2nc(C#N)c(Cl)cc2=O)cc1	0	-4	-6	-3	1	-11	-2	-4	-1
O=C(NCc1cccs1)C1CCC(CNS(=O)(=O)c2cccs2)CC1 (configuration not stated)	13	3	3	-2	7	-15	-3	.	3
COc1ccc(/C=C2\SC(=N)N(c3ccc(F)cc3)C2=O)cc1	8	-3	2	6	1	-4	55	.	3
CS(=O)(=O)N1CCN(c2ccc(NC(=O)c3ccc(-c4ccc(Cl)cc4)o3)cc2)CC1	-7	3	-7	1	2	-12	4	-4	-7
CCS(=O)(=O)C(C)(CCl)C(=O)Nc1ccc(C(=O)OC)cc1 (configuration not stated)	5	-4	-2	0	2	-6	-2	1	-1
CCOC(=O)c1csc(-c2ccc(OC)c(OC)c2)n1	7	3	0	-4	3	-5	-6	-6	-1
COc1ccc(NC(=O)CSc2nnc(-c3ccccc3C)n2N)cc1OC	1	-2	-5	5	1	-3	-1[fluorescence artefact?]	0	2
COc1ccccc1NC(=O)CC(NC1CCCCC1)C(=O)O (configuration not stated)	12	4	-10	3	-8	.	-7[fluorescence artefact?]	.	-2
Cc1sc(NC(=O)c2ccco2)c(C(c2cccnc2)N2CCN(C)CC2)c1C (configuration not stated)	6	1	-13	-1	0	-16	-13	8	6
O=C(Nc1cccc(Cl)c1)N(CCN1CCOCC1)Cc1ccccc1F	18	6	9	1	1	12	0	4	-1
CC(=C/C(=O)O)/C=C/c1ccc([N+](=O)[O-])cc1	11	7	-5	11*	4	-4	3	-9	-1
CCSc1nnc(NC(NC(C)=O)(C(F)(F)F)C(F)(F)F)s1	8	3	-9	-2	5	3	4[fluorescence artefact?]	.	3
Cc1ccccc1OCCC(=O)OCC(=O)Nc1cc(S(=O)(=O)N2CCOCC2)ccc1Cl	4	2	-1	0	3	9	-5	2	-1
Cc1ccccc1Nc1cc(C(=O)NCC2CCCO2)c2ccccc2n1 (configuration not stated)	9	-1	-1	2	1	-18	-6	10	1
COc1ccccc1-c1nc(C#N)c(N2CCN(C(c3ccccc3)c3ccccc3)CC2)o1	17	6	-19	2	5	-17	-1	-2	2
CC(=O)N/C(=C/c1ccc(OS(=O)(=O)c2ccc(C)cc2)cc1)C(=O)NCCCO	10	6	1	2	8	-7	-2	3	-3
CN(C)CCN(Cc1ccccc1)c1nccc(N(C)C)c1C#N	-1	-16	-12	0	-2	-42	39	-7	0
O=C1Cc2ccccc2Sc2cc(OCCCN3CCCCC3)ccc21	3	5	-7	1	4	-8	3	1	2
N#Cc1ccc(-c2ccco2)nc1SCC(=O)c1ccc(Cl)cc1	0	9	15	1	1	-5	-7[fluorescence artefact?]	-26	11[fluorescence artefact?]

Marked active in Wee1 stabilizer (from the list above):
Compound | FXIIa inh 1536 | FXIa inh 1536 | hK5 inh | Wee1 stabilizer | p97 inhibitor | 14-3-3 Bad inh | Rad51 HR inh | eIF4E 4G PPI
O=C(Nc1nnc(C23CC4CC(CC(C4)C2)C3)s1)c1ccco1 | -15 | -7 | -4 | 9.4* | 3 | -8 | -14 | 5[fluorescence artefact?]
CC(=C/C(=O)O)/C=C/c1ccc([N+](=O)[O-])cc1 | 11 | 7 | -5 | 11* | 4 | 3 | -9 | -1

The list continues.
SMILES	FXIIa inh 1536	FXIa inh 1536	hK5 inh	Wee1 stabilizer	p97 inhibitor	MDM2 E3 inh	14-3-3 Bad inh	Rad51 HR inh	eIF4E 4G PPI
O=C(CSc1nnc(CNc2ccc(F)cc2)n1CC1CCCO1)Nc1ccccc1 (configuration not stated)	8	-2	-11	1	2	-9	-14[fluorescence artefact?]	-4	2
COc1cccc(C(=O)NCc2ccc(N3CCN(C(=O)OC(C)(C)C)CC3)cc2)c1	0	4	3	6	0	-4	-19	3	3
CCOC1(OCC)N=C(N)C2(C#N)C(c3ccc(NC(C)=O)cc3)C12C#N (configuration not stated)	17	4	11	-3	-4	5	-6	0	-3
Cc1ccc(-c2nn(-c3ccccc3)cc2/C=N/NC(=O)c2ccc3c(c2)OCO3)cc1	6	-5	-10	-1	-4	-14	-1	0	-3
Cc1cc(Br)ccc1NC(=O)c1cnc(N2CCN(c3ccccn3)CC2)c2ccccc12	11	0	6	-1	7	14	-9	-3	0
Cc1ccc(C)c(C(C)NC(=O)c2ccc(Br)o2)c1 (configuration not stated)	6	-2	-1	2	6	-4	-6	5	-5
COc1ccccc1/C=C/C=C1N=C(/C=C/c2ccc(Cl)cc2)OC/1=O	10	8	-11	0	0	0	-1	-137	0[fluorescence artefact?]
Cc1cccc(NC(=O)c2cc(=O)n(Cc3ccccc3)c(=O)[nH]2)c1	-1	-5	-8	0	1	-16	-5	22	-3
CC(C)(C)c1[nH]c2ccccc2c1/C=N/O	8	0	32	-3	2	-11	-10[fluorescence artefact?]	0	-4

Some values from above:
CC(C)(C)c1[nH]c2ccccc2c1/C=N/O in MDM2 E3 inh shows -11
COc1cccc(C(=O)NCc2ccc(N3CCN(C(=O)OC(C)(C)C)CC3)cc2)c1 in MDM2 E3 inh shows -4
